GLD-1 RNA inh – GLD-1-TGE RNA interaction inhibition (C. elegans) | purified GLD-1 + fluorescein TGE RNA, fluorescence polarization | inhibition, % at 5.96 µM | 320,000 compounds, 0.44% hits;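 active = percent inhibition above a per-plate cutoff, the plate mean of test compounds plus 3 SD, cut at about 30% in these data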;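 also: 0% = DMSO wells with GLD-1 and probe and 100% = wells lacking GLD-1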
MCL1 BIM primary – MCL1-BIM-BH3 interaction inhibition (human) | Q07820 | 320,000 compounds, 0.68% hits | AID 2057 | inhibition, % at 10.9 µM | GST-MCL1 / FITC-Bim-BH3 fluorescence polarization;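 active = inhibition above the mean inhibition of all tested compounds plus 3 SD, set per campaign, cut at about 40% in these data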;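 also: 0% = DMSO wells and 100% = unlabeled Bim-BH3 peptide control; higher means more loss of mP so more displacement of Bim peptide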
Target sequence (Q07820 whole entry, looked up): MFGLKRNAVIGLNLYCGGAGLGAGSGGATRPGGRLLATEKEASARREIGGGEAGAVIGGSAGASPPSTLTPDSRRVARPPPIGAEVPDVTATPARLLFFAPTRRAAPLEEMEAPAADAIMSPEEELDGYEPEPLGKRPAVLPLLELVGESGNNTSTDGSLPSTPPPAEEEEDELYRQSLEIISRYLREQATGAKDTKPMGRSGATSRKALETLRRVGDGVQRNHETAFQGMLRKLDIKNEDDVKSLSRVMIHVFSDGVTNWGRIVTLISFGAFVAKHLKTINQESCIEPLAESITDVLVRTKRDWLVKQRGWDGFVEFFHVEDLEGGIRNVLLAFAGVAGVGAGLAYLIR
Fam108B counter – Fam108B inhibition, counter-screen for RBBP9 inhibitors. inhibition, % at 9.51 µM. recombinant Fam108B, FP-Rh probe fluorescence polarization. 300,000 compounds, 0.33% hits;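 active = inhibition above the screen mean inhibition plus 3 SD, computed separately per campaign, cut at about 18% in these data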;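 also: inhibitors lower polarization as less probe binds the enzyme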
AGP1-GFP MLPCN – yeast TOR pathway AGP1-GFP modulation; S. cerevisiae AGP1-GFP multiplex flow cytometry, 3 h; GFP as percent of DMSO wells; GFP response vs DMSO, % at 10 µM; 320,000 compounds, 0.02% hits; AID 2066;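 active = GFP response relative to DMSO above a set limit, near screen average plus 3 SD, cut at about 150% in these data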;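 also: median GFP channel fluorescence of the gated AGP1 strain per well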
BCLXL inh – inhibitors of human Bcl-xL; Q07817; GST-Bcl-xL / FITC-Bim BH3 peptide fluorescence polarization; inhibition, % at 10.9 µM; 320,000 compounds, 0.7% hits; AID 2129;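 active = inhibition above the mean of all tested compounds plus 3 SD, cutoff set per campaign, cut at about 30% in these data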;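 also: 0% = DMSO wells and 100% = unlabeled Bim-BH3 peptide competitor; inhibitors lower millipolarization by displacing the labeled peptide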
Target sequence (Q07817 whole entry, looked up): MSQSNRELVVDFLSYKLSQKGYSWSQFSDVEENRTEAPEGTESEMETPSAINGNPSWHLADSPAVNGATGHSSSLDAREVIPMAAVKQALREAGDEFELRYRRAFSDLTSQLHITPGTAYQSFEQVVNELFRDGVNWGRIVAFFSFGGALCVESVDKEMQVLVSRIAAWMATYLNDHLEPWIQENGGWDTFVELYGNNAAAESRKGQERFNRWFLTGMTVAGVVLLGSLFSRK
MEX-5 binding – C. elegans MEX-5 TCR-2 RNA binding activity. Q9XUB2. MEX-5/FITC-TCR2 RNA binding, fluorescence polarization; hits give low values. activity score (negative = inhibition of binding), % at 10 µM. 300,000 compounds, 0.38% hits. AID 1832;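 active = inhibition past about -25% in most replicates, and total fluorescence under double the plate's negative control median, limit read from the data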;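 also: 0% = DMSO and -100% = 5 µM competing unlabeled TCR2 RNA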
Target sequence (Q9XUB2 whole entry, looked up): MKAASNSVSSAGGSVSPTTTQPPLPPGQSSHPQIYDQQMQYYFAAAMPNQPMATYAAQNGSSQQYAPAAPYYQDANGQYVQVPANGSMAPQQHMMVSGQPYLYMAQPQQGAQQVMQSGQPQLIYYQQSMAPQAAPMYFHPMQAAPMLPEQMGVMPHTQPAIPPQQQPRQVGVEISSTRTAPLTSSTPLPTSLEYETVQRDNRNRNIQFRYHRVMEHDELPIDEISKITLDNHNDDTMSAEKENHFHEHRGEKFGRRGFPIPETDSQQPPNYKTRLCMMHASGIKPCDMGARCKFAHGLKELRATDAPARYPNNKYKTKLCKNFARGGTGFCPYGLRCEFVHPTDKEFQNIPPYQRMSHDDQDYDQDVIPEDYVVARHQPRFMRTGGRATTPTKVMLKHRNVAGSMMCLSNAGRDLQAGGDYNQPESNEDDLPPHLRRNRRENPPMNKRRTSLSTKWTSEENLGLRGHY
CIT2-GFP yeast – modulators of TOR pathway CIT2-GFP in S. cerevisiae; S. cerevisiae CIT2-GFP strain, flow cytometry, 3 h; 100 means same as DMSO wells; GFP response vs DMSO, % at 10 µM; 320,000 compounds, 0.065% hits; AID 2029;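 active = GFP response relative to DMSO above a set limit, near the screen mean plus 3 SD, cut at about 150% in these data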;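 also: ratio of well median GFP fluorescence to mean of DMSO wells on the plate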
VLA-4 inh – inhibition in a human VLA-4 binding assay; VLA-4 expressing cells, ligand binding flow cytometry; inhibition, % (about 7 µM as worked out from the volumes in the protocol); 330,000 compounds, 0.2% hits; AID 2557; in the data active = inhibition above about 50%
GRK2 aptamer HTS – human GRK2 inhibition via aptamer displacement. inhibition of aptamer binding, % at 10 µM. 330,000 compounds, 0.59% hits. P25098. bead flow cytometry, FAM-aptamer displacement from GRK2;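 active = inhibition of aptamer binding above 40%, roughly 3 SD of noise, on plates passing a quality check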;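 also: median bead fluorescence of bound FAM aptamer so fluorescent compounds give negative values; no value below 0 was filed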
The depositor's hits bear a star; i = inactive; x = not tested or not shown.

1. Cc1ccc(NC2CCCN(C(=O)c3ccc(-n4ccnc4)cc3)C2)cc1C (stereo unspecified)
2. CCOC(=O)c1cnc2c(cnn2C)c1NCCC(O)C(F)(F)F (stereo unspecified)
3. CC1(c2cccc(Br)c2)NC(=O)N(CC(=O)Nc2ccc3c(c2)OCCO3)C1=O (stereo unspecified)
4. COc1ccc(C(=O)OCc2c(C)noc2C)cc1
5. CCc1c(O)nc(SCC(=O)Nc2nc3ccccc3s2)n(-c2ccc(C)cc2)c1=O
6. CCOc1ccc(-c2nn3c(-c4ccc(F)cc4)nnc3s2)cc1
7. COc1ccc2oc3ccc(OC)cc3c(=O)c2c1
8. c1cncc(-c2nc(N3CCCCCC3)c3ccccc3n2)c1
9. O=C(NCc1cccnc1)/C(=C/c1ccccc1)NC(=O)c1ccccc1
10. Cc1cc(-c2ccc(C(C)C)c(S(=O)(=O)N3CCN(c4ccccn4)CC3)c2)on1

assay / entry	1	2	3	4	5	6	7	8	9	10
GLD-1 RNA inh	9	3	-2	1	2	6	4	-3	1	2
MCL1 BIM primary	2	-3	x	-4	1	4	4	4	-3	0
Fam108B counter	3	2	x	1	-3	-2	9	-2	-3	-6
AGP1-GFP MLPCN	103	101	99	97	101	95	94	93	98	93
BCLXL inh	-3	-3	x	-3	11	2	-2	4	-2	9
MEX-5 binding	1.3	-0.1	x	0.4	0.3	2.0	0.6	0.7	0.5	2.4
CIT2-GFP yeast	108	102	98	87	93	85	96	100	102	98
VLA-4 inh	-1	-2	1	3	-2	-10	-4	17	-2	10
GRK2 aptamer HTS	0	0	0	0	x	0	0	5	2	0

11. O=C(COC(=O)/C=C/c1cccc([N+](=O)[O-])c1)NCCCN1CCCC1=O
12. Cc1sc2ncn(CC(=O)N3CCCCC3)c(=O)c2c1C
13. O=C(SCC(O)C(O)CS)c1cccs1 (stereo unspecified)
14. Cc1ccc(C(=O)N2CCN(c3ccccc3Cl)CC2)cc1[N+](=O)[O-]
15. O=C(NC1CCCC1)c1cccc(Oc2ccccc2)c1
16. CN(CC(=O)Nc1cccc([N+](=O)[O-])c1)S(=O)(=O)c1ccccc1
17. O=C(O)CC(NC(=O)CC(c1ccccc1)c1ccccc1)c1cccc([N+](=O)[O-])c1 (stereo unspecified)
18. O=C(CNC(=S)NC(=O)C1CCCCC1)c1ccccc1
19. Cc1ccccc1-n1c2nc(=O)n(C)c(=O)c-2cc2ccccc21
20. CCCOc1ccc(N2C(=O)CC(N3CCN(C(=O)c4ccco4)CC3)C2=O)cc1 (stereo unspecified)

assay / entry	11	12	13	14	15	16	17	18	19	20
GLD-1 RNA inh	7	-6	-4	10	4	6	-2	-5	0	2
MCL1 BIM primary	6	-2	8	0	8	4	8	3	-19	-7
Fam108B counter	3	2	1	-3	-2	4	3	3	-1	0
AGP1-GFP MLPCN	100	102	86	108	103	104	97	94	97	99
BCLXL inh	2	6	1	1	6	0	3	-4	-12	1
MEX-5 binding	0.2	-2.8	-2.1	0.0	-0.1	-1.2	-0.2	-0.3	4.6	0.3
CIT2-GFP yeast	94	99	92	86	97	101	99	101	95	99
VLA-4 inh	1	-47	27	3	35	-6	-3	13	5	-3
GRK2 aptamer HTS	3	2	1	0	4	0	4	0	2	3

3 compounds from above, arranged by count of non-hydrogen atoms, rising.
12. Cc1sc2ncn(CC(=O)N3CCCCC3)c(=O)c2c1C
19. Cc1ccccc1-n1c2nc(=O)n(C)c(=O)c-2cc2ccccc21
17. O=C(O)CC(NC(=O)CC(c1ccccc1)c1ccccc1)c1cccc([N+](=O)[O-])c1 (stereo unspecified)

assay / entry	12	19	17
GLD-1 RNA inh	-6	0	-2
MCL1 BIM primary	-2	-19	8
Fam108B counter	2	-1	3
AGP1-GFP MLPCN	102	97	97
BCLXL inh	6	-12	3
MEX-5 binding	-2.8	4.6	-0.2
CIT2-GFP yeast	99	95	99
VLA-4 inh	-47	5	-3
GRK2 aptamer HTS	2	2	4

Next part
21. Cc1ccc(NC(=O)CN2C(=O)S/C(=C\c3cc(C)n(C)c3C)C2=O)cc1
22. O=C(NCc1ccccc1CN1CCCC1)c1ccc(Cl)c(N2CCCC2=O)c1
23. COc1ccccc1/C=N/NC(=O)C1=NNC(c2ccccc2)(c2ccccc2)C1
24. CCOC(=O)C1=C(C)N=c2s/c(=C\c3ccc(OCC(=O)O)cc3)c(=O)n2C1c1ccccc1 (stereo unspecified)
25. CN1C(=O)N(CC(=O)Nc2nccs2)C(=O)C12CCCCC2
26. Cc1ccc(CN(C)S(=O)(=O)c2c(C)noc2/C=C/N(C)C)cc1
27. COc1cccc(NC(=O)CCSc2ccc(C)cc2)c1
28. CN(c1ccccc1C(=O)Nc1ccc2c(c1)OCO2)S(C)(=O)=O
29. O=C(NC1CCCCC1)N1CCN(C2CCCCC2)CC1
30. Cn1nc(C(F)(F)F)c(/C=N/OC(=O)c2ccccc2Cl)c1SCc1ccc(Cl)cc1

assay / entry	21	22	23	24	25	26	27	28	29	30
GLD-1 RNA inh	-7	3	-9	-4	4	-9	-5	3	7	1
MCL1 BIM primary	-8	10	-5	5	9	-30	-2	5	0	0
Fam108B counter	-9	x	1	-2	x	-3	-2	-3	-2	-5
AGP1-GFP MLPCN	99	96	99	88	98	103	95	105	107	102
BCLXL inh	-3	5	2	6	2	-18	3	6	0	-2
MEX-5 binding	-3.5	x	3.5	1.3	x	-5.7	0.0	-0.6	-1.2	-2.9
CIT2-GFP yeast	108	96	92	87	96	93	86	96	103	102
VLA-4 inh	7	-11	-8	-1	6	-110	-3	-7	18	-9
GRK2 aptamer HTS	0	0	7	0	0	28	2	2	4	5

Reformatted with two lines to a compound: entries from further up.
The line under a structure holds: GLD-1 RNA inh, MCL1 BIM primary, Fam108B counter, AGP1-GFP MLPCN, BCLXL inh, MEX-5 binding, CIT2-GFP yeast, VLA-4 inh, GRK2 aptamer HTS
(26) Cc1ccc(CN(C)S(=O)(=O)c2c(C)noc2/C=C/N(C)C)cc1
→ -9, -30, -3, 103, -18, -5.7, 93, -110, 28
(27) COc1cccc(NC(=O)CCSc2ccc(C)cc2)c1
→ -5, -2, -2, 95, 3, 0.0, 86, -3, 2
(28) CN(c1ccccc1C(=O)Nc1ccc2c(c1)OCO2)S(C)(=O)=O
→ 3, 5, -3, 105, 6, -0.6, 96, -7, 2
(29) O=C(NC1CCCCC1)N1CCN(C2CCCCC2)CC1
→ 7, 0, -2, 107, 0, -1.2, 103, 18, 4
(30) Cn1nc(C(F)(F)F)c(/C=N/OC(=O)c2ccccc2Cl)c1SCc1ccc(Cl)cc1
→ 1, 0, -5, 102, -2, -2.9, 102, -9, 5

Next part
31. CCCOC(=O)c1ccc(NC(=O)c2cccc(S(=O)(=O)N3CCN(C(C)=O)CC3)c2)cc1
32. Nc1nc2n(n1)C(c1ccco1)CC(c1ccc(Cl)cc1)N2 (stereo unspecified)
33. CC1CN(C(=O)c2ccccc2C(=O)c2ncc[nH]2)CC(C)O1 (stereo unspecified)
34. COC(=O)[C@H](C)NC(=O)NC1CCCc2ccccc21 (stereo partly specified)
35. Cc1cc(SCC(=O)c2ccccc2)nc(SCC(=O)c2ccccc2)n1
36. CCc1cccc(CC)c1NC(=O)CCCSc1nc2ccccc2s1
37. COc1ccc(-c2ccc(=O)n(CC(=O)NC3CCc4ccccc43)n2)cc1OC (stereo unspecified)
38. CCc1ccc2nc(NC(=O)c3ccc(N4C(=O)CCC4=O)cc3)sc2c1
39. COC(CNC(=O)C1CCCN(S(=O)(=O)c2ccc3c(c2)oc(=O)n3C)C1)OC (stereo unspecified)
40. CC1CCC(NC(=O)c2ccc3c(c2)OCO3)CC1 (stereo unspecified)

assay / entry	31	32	33	34	35	36	37	38	39	40
GLD-1 RNA inh	-3	1	0	-3	-1	-2	8	7	-1	9
MCL1 BIM primary	1	8	6	0	-1	2	0	-7	0	7
Fam108B counter	-5	3	-1	-4	-10	-2	0	-11	-3	-2
AGP1-GFP MLPCN	100	91	98	106	102	98	94	101	101	91
BCLXL inh	9	6	-3	2	-1	-1	1	-1	2	4
MEX-5 binding	1.8	1.5	0.2	1.2	1.0	-1.1	1.0	-1.1	0.2	2.9
CIT2-GFP yeast	97	85	96	106	100	94	96	108	97	96
VLA-4 inh	15	9	-6	-12	-3	22	-11	5	-14	12
GRK2 aptamer HTS	3	0	0	1	3	0	4	0	0	1

41. O=C1c2ccccc2C(=O)N1OCc1ccccc1
42. Cc1cccc2c1cnn2C(=O)CCC(=O)NCc1ccc(F)cc1
43. COc1ccccc1NC(=O)C1CCN(C(=O)c2ccco2)CC1
44. Clc1ccc(C(c2ccccc2)N2CCN(c3ccccn3)CC2)cc1 (stereo unspecified)
45. CCOC(=O)N1CCN(C(=O)Cn2nc(C)c3sc4ccccc4c3c2=O)CC1
46. CNC(=O)c1cnc(-c2ccccc2)nc1-c1ccccc1
47. O=c1oc2ccccc2cc1-c1ccccc1
48. Nc1nnc(SCC(=O)Nc2ccc(F)c(Cl)c2)n1-c1ccccc1
49. Cc1nonc1OCCNCc1c(C(=O)N(C)C)nc2ccc(Cl)cn12
50. CC(Sc1cccc[n+]1[O-])C(=O)NC1CCCCC1C (stereo unspecified)

assay / entry	41	42	43	44	45	46	47	48	49	50
GLD-1 RNA inh	6	4	0	7	5	1	2	-2	6	4
MCL1 BIM primary	4	6	8	4	2	2	9	3	15	x
Fam108B counter	-2	2	2	-4	0	-3	-3	-3	2	x
AGP1-GFP MLPCN	85	105	106	104	108	98	96	104	102	87
BCLXL inh	-2	-2	3	-1	6	0	2	3	16	x
MEX-5 binding	2.2	1.4	0.7	-4.2	-0.5	-2.9	0.5	2.4	-6.1	x
CIT2-GFP yeast	x	104	102	96	109	103	98	102	98	83
VLA-4 inh	-2	-11	i	-2	4	19	-6	-8	0	14
GRK2 aptamer HTS	0	2	0	2	0	2	1	0	1	0

51. Cc1ccc(C)c(Cn2nc(-c3cc(C)ccc3C)ccc2=O)c1
52. CSc1nnc(CCCCCCCCc2nnc(SC)o2)o1
53. C#CCOCCOCCOCCNc1nc(N2CCN(C(=O)[C@H]([C@@H](C)CC)n3cc([C@@H](N)CO)nn3)CC2)nc(N2CCN(C(=O)[C@H](Cc3ccc(O)cc3)n3cc([C@@H](N)C(C)CC)nn3)CC2)n1 (stereo partly specified)
54. O=[N+]([O-])c1ccc(C(=Nc2cccc3ccccc23)N2CCOCC2)cc1
55. Cc1ccc(S(=O)(=O)Nc2ccc(Cl)cc2)cc1NC(=O)Cn1cnc2c1c(=O)n(C)c(=O)n2C
56. CCC(=O)N1CCN(c2ccc(OC)cc2[N+](=O)[O-])CC1
57. CCN(CC)c1ccc2c(C)cc(=O)oc2c1
58. O=C(Nc1ccccc1N1CCN(c2ccccc2)CC1)c1ccccc1F
59. COc1ccc(OCC(O)CN2CCCCC2)cc1 (stereo unspecified)
60. CCOCCOC(=O)c1[nH]c2c(c1C)C(=O)CC(c1ccc(N(C)C)cc1)C2 (stereo unspecified)
61. O=C(NCC(=O)N(Cc1ccco1)C(C(=O)NC1CCCCC1)c1cccnc1)c1ccco1 (stereo unspecified)

assay / entry	51	52	53	54	55	56	57	58	59	60	61
GLD-1 RNA inh	-4	-2	1	7	11	5	0	0	-4	3	2
MCL1 BIM primary	-3	6	3	-1	5	8	3	11	-4	-1	-3
Fam108B counter	0	-4	3	3	-4	0	x	7	2	2	-1
AGP1-GFP MLPCN	94	98	x	106	108	102	92	99	101	110	100
BCLXL inh	1	0	4	-3	7	6	4	5	-1	0	1
MEX-5 binding	2.6	-1.3	-2.3	0.8	0.6	0.1	x	-0.5	0.2	0.6	2.3
CIT2-GFP yeast	98	91	x	105	101	100	78	101	97	107	103
VLA-4 inh	-7	4	x	11	5	8	14	-5	19	-3	8
GRK2 aptamer HTS	0	0	x	0	0	0	0	2	0	2	0
